Screens (PubChem BioAssay)
Keap1 Nrf2 FP = inhibitors of human Keap1-Nrf2 protein-protein interaction. Q14145. Keap1 Kelch-Nrf2 peptide fluorescence polarization, 1536-well. inhibition, % at 9.4 µM. actives 0.15% (n = 340,000); in the data active = inhibition above about 12%;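 also: human Keap1 Kelch domain with fluorescein labeled Nrf2 9mer peptide probe; 0% = neutral control wells and 100% = peptide positive control; higher means more block of Keap1 binding to Nrf2 peptide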
Cardiac RTF inh = cardiac RTF calcium desensitization | actives 0.12% (n = 340,000) | inhibition, % at 7.15 µM | P19429+P45379 | AID 493244 | IANBD-labeled cardiac RTF, Ca2+ fluorescence;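 active = inhibition above the mean inhibition of all tested compounds plus 3 SD, cut at about 17% in these data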;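 also: assay run at fixed EC70 calcium of 1.6 mM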
C-LANA FP = blocks KSHV LANA C-terminal domain binding to DNA | MBP-C-LANA/FAM-LBS DNA binding, fluorescence polarization | inhibition, % at 9 µM | actives 0.078% (n = 340,000);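 active = highest replicate inhibition at or above 60% at 9 µM, even if other replicates fall short; inactive = all replicates below 60% inhibition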;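 also: 0% = neutral control wells and 100% = 4 µM acridine orange control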
DSG3 Ab inh = human desmoglein-3 autoantibody binding inhibition | P32926 | DSG3-coupled beads, scFv-anti-DSG3-GFP binding, flow cytometry; stronger effect = lower value | binding (percent of control), % at 10 µM | actives 0.48% (n = 310,000) | AID 588358;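 active = binding more than 3 SD below its plate's average and above zero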;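 also: hits lower antibody fragment binding to DSG3; some compounds called inactive have numbers as strong as hits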
Target sequence (P32926 whole entry, looked up, the tested form may be a part): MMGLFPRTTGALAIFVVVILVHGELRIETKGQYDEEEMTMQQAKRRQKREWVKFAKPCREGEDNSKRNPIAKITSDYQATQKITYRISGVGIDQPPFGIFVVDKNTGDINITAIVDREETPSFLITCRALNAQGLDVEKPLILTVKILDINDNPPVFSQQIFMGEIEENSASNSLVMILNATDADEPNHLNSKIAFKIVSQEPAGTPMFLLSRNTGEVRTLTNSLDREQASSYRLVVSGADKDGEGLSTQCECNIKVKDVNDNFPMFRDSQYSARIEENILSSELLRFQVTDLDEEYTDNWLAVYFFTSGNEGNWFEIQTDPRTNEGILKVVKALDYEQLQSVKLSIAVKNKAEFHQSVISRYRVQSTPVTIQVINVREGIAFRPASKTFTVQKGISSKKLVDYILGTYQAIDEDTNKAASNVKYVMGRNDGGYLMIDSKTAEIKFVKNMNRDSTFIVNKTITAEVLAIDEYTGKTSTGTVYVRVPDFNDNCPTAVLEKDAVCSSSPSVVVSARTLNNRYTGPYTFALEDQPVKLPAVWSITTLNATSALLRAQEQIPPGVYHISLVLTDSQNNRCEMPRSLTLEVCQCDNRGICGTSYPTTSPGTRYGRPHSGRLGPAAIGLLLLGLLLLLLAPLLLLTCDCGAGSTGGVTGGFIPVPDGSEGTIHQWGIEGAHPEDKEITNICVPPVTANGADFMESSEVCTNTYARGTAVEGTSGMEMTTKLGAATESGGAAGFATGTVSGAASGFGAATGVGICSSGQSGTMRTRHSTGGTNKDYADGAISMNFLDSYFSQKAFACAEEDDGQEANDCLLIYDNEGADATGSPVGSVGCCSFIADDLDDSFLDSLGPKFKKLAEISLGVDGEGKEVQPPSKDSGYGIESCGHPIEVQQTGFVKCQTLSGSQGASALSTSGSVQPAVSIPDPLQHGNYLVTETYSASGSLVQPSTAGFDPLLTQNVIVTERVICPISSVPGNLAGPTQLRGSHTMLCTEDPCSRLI
NSD2 inh = inhibitors of human histone methyltransferase NSD2; O96028; AID 743445; actives 0.54% (n = 310,000); NSD2 peptide methylation, AlphaScreen, 120 min; inhibition, % at 12.5 µM; in the data active = inhibition above about 50%
DAGLB inh = blocks human DAGLB lipase activity. Q8NCG7. AID 504411. inhibition, % at 5.17 µM. actives 0.059% (n = 340,000). HEK293T DAGLB membrane lysate, EnzChek fluorogenic substrate; in the data active = inhibition above about 34%;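 also: 0% = enzyme with vehicle and 100% = wells lacking enzyme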
V-ATPase pHluor = yeast V-ATPase proton transport regulation by pHLuorin; S. cerevisiae, pHLuorin cytosolic pH fluorescence; response, % at 10 µM; actives 0.37% (n = 350,000); in the data active = response mostly above about 7.3%, no sharp cut-off; inactive = mostly below about 5.4%; also: actives read high; inactives centre near 0; some compounds called inactive have numbers as strong as hits; reference of the scale not given here
CAL PDZ FP-1 = human CAL PDZ-peptide interaction inhibition | Q9HD26 | purified CAL PDZ, TMR-peptide fluorescence polarization, 1 h | inhibition, % at 20 µM | actives 0.02% (n = 330,000) | AID 504414;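 active = highest replicate inhibition of at least 40%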;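 also: plate controls were DMSO neutral control wells for no effect and unlabeled competitor peptide control wells for full effect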
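material = purified tagged CAL PDZ domain construct (CerCALP) | compound dosing = 20 µM, one dose | times = 1 h at RT | measured by = fluorescence polarization from S- and P-plane intensities, G-factor corrected | read-out = inhibition from polarization loss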
CAL PDZ FP-2 = CAL PDZ (human) peptide binding inhibition; purified CAL PDZ, TMR-peptide fluorescence polarization, 1 h; inhibition, % at 24.9 µM; actives 0.92% (n = 300,000); AID 602252;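 active = mean inhibition of at least 30% with at least half of replicates also reaching 30%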;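 also: 0% = DMSO neutral control and 100% = excess unlabeled competitor peptide PRC23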
Arrestin-AP2 inh = human beta-arrestin and AP2 interaction inhibition; FITC-arrestin peptide / GST-AP2 beads, flow cytometry; AP2 beta2 appendage carries R879A mutation; inhibition, % at 10 µM; actives 0.31% (n = 340,000); AID 504490;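 active = inhibition above a set limit, near 3 SD of compounds lacking own fluorescence, cut at about 54% in these data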;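 also: plate controls were DMSO wells for no effect and 5 µM unlabelled arrestin peptide for full effect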
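system = GST-tagged AP2 beta2-adaptin appendage (R879A) on 4 µm glutathione beads | reagent = FITC-labelled arrestin peptide probe, 50 nM final | schedule = compound with beads 12 min RT, then probe 1 h RT | signal = HyperCyt-sampled flow cytometry, FL1 channel, ex 488/em 535 nm | read-out = percent response from loss of bead-bound FITC fluorescence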
Active calls of the source: *; · = no result given. These rows are one share of the data (hit frequency here may not be typical).

SMILES	Keap1 Nrf2 FP	Cardiac RTF inh	C-LANA FP	DSG3 Ab inh	NSD2 inh	DAGLB inh	V-ATPase pHluor	CAL PDZ FP-1	CAL PDZ FP-2	Arrestin-AP2 inh
COc1ccc(C/C(N)=N/OC(=O)Cc2ccccc2)cc1	8	-4	0.3	99	-3	-5	-3	·	-2	3
Cc1ccc(NC(=O)COC(=O)Cn2c(C)csc2=O)c([N+](=O)[O-])c1	-6	-7	-0.2	86	0	1	-4	-1.4	-3	0
CNC(=O)c1cc(C(=O)c2ccc(C(F)(F)F)cc2)c[nH]1	1	-2	-1.7	108	38	0	1	-1.3	4	10
Cc1cc(Cl)ccc1OCc1nc(-c2ccc(O)cc2)n[nH]1	4	-4	-0.9	104	2	-6	-3	·	0	16
Cc1cccc(CSc2nnc(NC(=O)c3ccco3)s2)c1	-3	-6	-0.3	·	0	-1	1	-2.4	-4	2
O=C(NCCCn1ccnc1)c1cc(-c2ccc(Br)cc2)on1	0	-1	-1.8	105	19	0	-5	-0.7	3	9
COc1ccc(S(=O)(=O)n2oc(=O)cc2-c2ccccc2)cc1OC	-4	2	2.2	111	1	0	2	-2.4	-2	-2
NCCNc1ccc2nnnn2n1	-5	-4	0.6	102	-5	2	1	0.4	2	3
O=C(Nc1nnc(CSCc2ccc(Cl)cc2)s1)c1cccc([N+](=O)[O-])c1	-5	-1	-3.5	123	3	3	-1	-2.6	-2	11
CC(C)CCN1CCC(C)(NC(=O)c2ccccc2)C1=O (stereo not given)	0	-2	1.9	105	·	2	-1	0.7	-2	-2
S=C(N/N=C1\C2CN3CCN(C2)CC1(c1ccccc1)C3)Nc1ccccc1	-2	3	-0.7	100	12	-1	-2	-0.7	-7	5
CCN(CC)C(=O)CSc1nnc(CSc2ncccn2)n1C	-1	-15	1.3	108	1	0	-2	-0.5	0	-18
Cc1onc(-c2ccccc2Cl)c1C(=O)N1CC(C)OC(C)C1 (stereo not given)	0	-8	-0.1	123	-5	-1	-1	-1.6	0	-7
CN(CC(=O)Nc1ccccc1N1CCOCC1)S(=O)(=O)c1ccc(Cl)cc1	0	-6	1.2	100	-2	-1	-1	·	-5	-8
Cc1ccc(NC(=O)CN2C(=O)NC(C)(C3CC3)C2=O)c(C)c1 (stereo not given)	-4	-4	-2.6	93	0	1	0	-0.9	-2	0
COc1cccc(CN2CCN(Cc3cc4ccccc4[nH]3)CC2CCO)c1 (stereo not given)	5	-1	-0.1	106	·	-4	3	-2.3	-2	3
COc1ccc(C(=O)CSc2nc3ccccc3n2CC(=O)c2ccccc2)cc1	4	-7	-0.1	104	-1	4	·	-0.4	-3	3
O=C(NCc1ccco1)c1c[nH]c2ccc(S(=O)(=O)N3CCOCC3)cc2c1=O	-4	1	-1.1	102	1	-6	-4	-0.1	-1	25
Nc1nc(SCC(=O)N2N=C3/C(=C/c4ccco4)CCCC3C2c2ccco2)n[nH]1 (stereo not given)	-10	1	-1.0	102	6	3	1	-0.4	-2	-3
S=C1SCN(CCc2ccccc2)CN1CCc1ccccc1	·	·	·	102	-2	-11	1	·	·	·
CCCCn1c(N)c(N(CC(C)C)C(=O)C2CCN(S(=O)(=O)c3ccccc3)CC2)c(=O)[nH]c1=O	-3	-12	-1.2	102	0	4	-1	1.3	-3	-11
CC(Oc1ccc(Br)cc1)C(=O)Nc1ccc(S(=O)(=O)NC2=NCCCCC2)cc1 (stereo not given)	-7	1	1.3	101	-1	1	-3	-0.6	·	-9
Cc1ccc([N+](=O)[O-])cc1N(CC(=O)NC1CCCC1)S(C)(=O)=O	-2	-6	-0.7	107	-2	-4	-2	-0.4	11	2
CCOC(=O)c1ccc(CNC(=O)C2CCC(=O)N(Cc3cccc(OC)c3)C2)o1 (stereo not given)	-1	1	0.0	103	-1	2	0	0.5	-6	-17
N#CCN1CCN(CCC(=O)Nc2ccc(OCc3ccccc3)cc2)CC1	-3	1	0.9	109	-1	0	-1	-0.2	-5	23
CC(=O)c1cccc(NC(=O)Nc2ccc3c(c2)CCC3)c1	2	-4	-0.8	99	0	-1	0	-1.6	-2	-2
Cn1c(=O)c2c(nc(OC/C=C/c3ccccc3)n2C)n(C)c1=O	-4	3	3.5	105	-4	3	-1	-1.3	-1	2
COc1ccc(NS(=O)(=O)c2ccc(C)c(C(=O)NNC(=O)c3ccccc3O)c2)cc1	1	-4	0.7	96	-4	4	4	-2.7	-2	4
COC(=O)c1cc(NC(=O)CN2CCOCC2)cc(C(=O)OC)c1	-1	0	0.0	104	-1	-2	0	-0.2	-3	3
COC(=O)CCCC1=CC2=C(c3ccccc3)C(=O)C(C)(OC(=O)C3CCCC3)C(=O)C2=CN1CCc1c[nH]c2ccccc12 (stereo not given)	-3	1	1.4	103	·	5	0	-0.1	-2	26

Next part; the last 3 above are carried over.
SMILES	Keap1 Nrf2 FP	Cardiac RTF inh	C-LANA FP	DSG3 Ab inh	NSD2 inh	DAGLB inh	V-ATPase pHluor	CAL PDZ FP-1	CAL PDZ FP-2	Arrestin-AP2 inh
COc1ccc(NS(=O)(=O)c2ccc(C)c(C(=O)NNC(=O)c3ccccc3O)c2)cc1	1	-4	0.7	96	-4	4	4	-2.7	-2	4
COC(=O)c1cc(NC(=O)CN2CCOCC2)cc(C(=O)OC)c1	-1	0	0.0	104	-1	-2	0	-0.2	-3	3
COC(=O)CCCC1=CC2=C(c3ccccc3)C(=O)C(C)(OC(=O)C3CCCC3)C(=O)C2=CN1CCc1c[nH]c2ccccc12 (stereo not given)	-3	1	1.4	103	·	5	0	-0.1	-2	26
COc1ccc(Cn2c(=O)[nH]c3cc(C(=O)NC4CCN(Cc5ccccc5)CC4)ccc32)cc1	-2	-3	-2.0	105	28	-2	0	-1.6	-3	-5
CCOc1cccc(C2C(C(=O)c3ccco3)=C(O)C(=O)N2c2nnc(C)s2)c1 (stereo not given)	-3	-6	3.3	·	-2	0	0	-0.9	-4	-2
O=C(CC1(O)C(=O)N(CCc2ccccc2)c2ccccc21)c1ccco1 (stereo not given)	-5	-10	1.4	·	4	2	-3	-0.7	-1	-5
COc1ccc(Nc2nc(CC(C)=O)ns2)cc1	-7	-2	-3.2	102	1	1	0	-0.4	-3	-5
CCOC(=O)C(=CNc1ccc(C)cc1C)C(=O)OCC	-4	6	1.7	100	-2	-9	4	19	-2	-4
Cc1cccc(NC(=O)COc2ccccc2C(=O)NC(C)c2ccccc2)c1 (stereo not given)	0	-10	-0.6	106	0	-4	-1	-3.4	1	-2
CCc1ccc(NC(=O)CNCc2ccc(OC)c(OC)c2)cc1	5	-7	-1.2	92	-1	0	2	-0.3	-13	4
O=C(Nc1ccc(OC(F)F)cc1)c1ccccn1	-3	-3	-0.2	111	-3	-7	2	-0.5	4	-3
CC(C)(C)OC(=O)C[C@@H]1C/C=C\C[C@@H](CC(=O)N(CCO)Cc2ccccc2)C(=O)NCCOC1=O	-2	5	1.0	102	·	-1	-6	1.2	-3	18
COCCn1c(Cc2ccccc2)nnc1SCC(=O)NC1CC1	0	3	0.2	107	1	1	-4	-1.1	1	22
CCOc1cc(-c2nc(-c3ccc(C)nc3OCC)no2)cc(OCC)c1OCC	-6	-6	2.3	99	-2	1	0	-3.7	·	-2
CCCCCCCCCCCCCCCC(O)C[N+](C)(C)CCO (stereo not given)	-5	7	-2.9	·	18	4	3	0.1	0	-30
CCCOc1ccc(C(=O)Nc2ccc(S(=O)(=O)Nc3onc(C)c3C)cc2)cc1	9	-7	-1.3	98	-7	5	-1	-0.4	-4	-16
COC(=O)c1ccc2nccnc2c1	3	-5	-0.4	106	2	-1	0	0.4	·	29
CC(C)(C)c1ccc(SCC(N)=O)cc1	2	-2	-0.7	105	1	-1	0	-0.2	-4	-6
COCCNC(=S)NN=C1CCCCCC1	-1	-8	-0.7	103	-6	0	-3	-0.9	-3	19
CC(C)COc1ccc(-c2nn(-c3ccccc3)cc2C(=O)Nc2nccs2)cc1	-1	-6	0.7	·	-2	-2	-4	-3.9	-7	11
Cc1cc(Br)ccc1NC(=O)CCN1C(=O)c2ccncc2C1=O	-1	0	0.8	101	-1	4	-1	·	-7	1
O=C(O)CCC(=O)N1CCc2cc(S(=O)(=O)N3CCC(Cc4ccccc4)CC3)ccc21	-4	-2	0.5	103	·	0	-4	0.5	-6	0
Cc1ccc(S(=O)(=O)c2cc3ccccc3oc2=Nc2ccc3c(c2)OCCO3)cc1	3	-10	-0.4	100	0	0	0	0.3	0	4
CCCCNC(=O)c1onc(CSc2ccc(F)c(F)c2)c1C(=O)NCCCC	1	-7	-0.3	106	·	-23	-2	0.3	-3	4
COc1ccc(-c2cn3ccsc3n2)cc1	1	-8	-1.7	107	4	-1	-6	-0.6	-2	26
CCN(CC)S(=O)(=O)c1cc(C(=O)Nc2cc(Cl)ccc2N2CCN(C)CC2)ccc1Cl	0	1	-0.7	100	-1	-2	10	0.1	-5	-5
Cc1ccc(O)c(N=Cc2cc(Cc3ccccc3)cc([N+](=O)[O-])c2O)c1	0	11	-0.6	101	0	23	-1	·	-3	11
COc1ccc(-c2csc(NC(=O)Cc3ccccc3)n2)cc1OC	3	3	-1.9	102	-1	0	0	-0.5	-2	19
S=c1nn[nH]c2ccccc12	0	-8	-1.8	94	14	-2	-4	-0.2	-3	13
Cc1ccc(S(=O)(=O)NCC(=O)N(c2ccccc2)C(C(=O)NCc2ccccc2)c2ccco2)cc1 (stereo not given)	2	-7	2.8	87	2	3	-2	-2.7	1	17
COc1ccccc1C(=O)COC(=O)c1cc(=O)[nH]c2ccccc12	-6	-4	0.0	105	0	3	2	-0.4	-1	-8
COc1ccc(C(=O)/C=C(\C)Nc2ccc3c(c2)OCO3)cc1	-1	-4	-0.7	99	4	1	-4	-1.5	-7	-7
COC(=O)c1ccc(NC(=O)CN2C(=O)C3C4C=CC(C4)C3C2=O)cc1 (stereo not given)	-4	-9	1.1	100	-3	3	6	-0.5	-2	59*
CC(C)NC(=S)NC(=O)/C=C/c1ccc(F)cc1	-5	5	0.1	100	0	-3	0	-0.1	-4	15
O=C(COC(=O)COc1ccccc1)Nc1ccc(Br)cc1Br	-2	-3	-2.6	92	0	0	-1	12	-2	2
O=C1C2Sc3[nH]c(=O)sc3C(c3cc([N+](=O)[O-])ccc3O)C2C(=O)N1c1ccccc1 (stereo not given)	-3	-5	-19	94	·	7	0	0.6	2	0
O=C(Nc1ccccc1)C1=C(O)CC(c2ccc(Cl)cc2)N2CCN=C12 (stereo not given)	-3	-3	0.4	99	0	1	1	-0.9	-2	2
